Shiga inhibitor = A qHTS for Small Molecule Inhibitors of Shiga Toxin | Vero cells, Shiga toxin protein synthesis inhibition reporter | inhibition, % at 38.7 µM | 290,000 compounds, 9.2% hits | AID 2315, 2010; in the data active = inhibition mostly above about 28%, no sharp cut-off; inactive = mostly below about 43%; also: 0% is about no effect
Giardia FBPA inh = qHTS Assay for Inhibitors of Fructose-1,6-bisphosphate Aldolase from Giardia Lamblia; A8B2U2; purified Giardia FBPA; Potency, µM (highest dose often 59.6 µM), for inactives: top-dose activity, negative = inhibition, actives largely listed as inhibitors; 290,000 compounds, 0.71% hits; AID 2451, 2010; also: potency is read from the fitted curve at half-maximal effect; % is scaled to controls: 0 for no effect and ±100 for the full control effect; nearly all actives have a fitted effect of over 55% in size
Target sequence (A8B2U2 whole entry, looked up): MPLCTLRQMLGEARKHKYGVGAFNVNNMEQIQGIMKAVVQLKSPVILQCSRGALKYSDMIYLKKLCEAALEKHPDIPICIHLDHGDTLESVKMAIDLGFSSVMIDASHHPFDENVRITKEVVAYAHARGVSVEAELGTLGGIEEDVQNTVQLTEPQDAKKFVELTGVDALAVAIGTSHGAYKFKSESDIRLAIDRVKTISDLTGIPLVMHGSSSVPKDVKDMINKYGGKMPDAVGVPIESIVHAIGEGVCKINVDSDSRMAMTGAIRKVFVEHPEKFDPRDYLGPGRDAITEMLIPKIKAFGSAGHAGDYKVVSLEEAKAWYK
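40 nM FBPA preincubated 10 min at RT with compound (up to 57.5 uM final), then substrate plus GAPDH/TPI/NAD/arsenate coupling and diaphorase/resazurin added. Fluorescence read after 20 min at RT, 525/598 nm.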
CHX counter = Cycloheximide Counterscreen for Small Molecule Inhibitors of Shiga Toxin | cell reporter, cycloheximide protein synthesis inhibition counterscreen | max response, % | 300,000 compounds, 12% hits; in the data active = max response mostly above about 13%, no sharp cut-off; inactive = mostly below about 14%; also: read at 38.3 µM for the half of the compounds with a filed dose; 0% is about no effect
HCMV antiviral = qHTS Assay for inhibitors of the human cytomegalovirus (HCMV) | HFF cells, HCMV-luciferase reporter, 72 h; stronger effect = lower value | activity change, negative = inhibition, % at 57.5 µM | 410,000 compounds, 4.5% hits; in the data active = activity change below about -60%; inconclusive = no clear call, values can overlap the other calls; inactive = above about -39%; also: % is scaled to controls: 0 for no effect and ±100 for the full control effect
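After 16 h attachment at 37C, HFF cells received test compound and HCMV-luciferase (1 PFU/cell); reporter luminescence read 72 h later, data normalized against buffer-only and known inhibitor Salinomycin.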
AmpC inh no detg = qHTS Inhibitors of AmpC Beta-Lactamase (assay without detergent); P00811; AmpC nitrocefin hydrolysis, absorbance 480 nm, 0.0001% Triton; Potency, µM (series often up to 57.1 µM), for inactives: at the highest dose activity change, negative = inhibition, usual class: inhibitors; 330,000 compounds, 0.52% hits;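 also: potency is read from the fitted curve at half-maximal effect; plate controls were no compound for no effect and no enzyme for full effect; nearly all actives have a fitted effect of over 20% in size; some results filed as inactive show a strong effect at the top dose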
Target sequence (P00811 whole entry, looked up): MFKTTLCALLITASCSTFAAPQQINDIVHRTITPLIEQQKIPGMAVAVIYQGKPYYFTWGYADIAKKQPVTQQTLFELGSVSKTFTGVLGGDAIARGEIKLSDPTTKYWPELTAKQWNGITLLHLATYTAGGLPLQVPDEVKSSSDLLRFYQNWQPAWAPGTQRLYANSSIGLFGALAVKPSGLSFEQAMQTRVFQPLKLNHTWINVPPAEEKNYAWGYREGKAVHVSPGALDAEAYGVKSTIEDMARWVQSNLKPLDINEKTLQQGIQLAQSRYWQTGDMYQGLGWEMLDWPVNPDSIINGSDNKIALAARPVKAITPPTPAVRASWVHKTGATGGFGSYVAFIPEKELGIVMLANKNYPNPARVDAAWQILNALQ
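AmpC (5.3 nM in the dispensed reagent) in 20 mM phosphate pH 7.0 with 0.01% (detergent screen) or 0.0001% Triton X-100 was preincubated with compounds for 15 min at room temperature. Nitrocefin was then added from an 800 uM solution, and hydrolysis was followed at 480 nm.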
AMA1 RON2 block = qHTS for Inhibitors of AMA1-RON; Towards Development of Antimalarial Drug Lead: Primary Screen; Plasmodium falciparum AMA1 (3D7) - RON2 peptide interaction; AlphaScreen AMA1-biotinylated RON2 peptide binding; Potency, µM (top dose mostly 58.2 µM), without a hit: at the top dose activity change, negative = inhibition, usual class: inhibitors; 360,000 compounds, 0.2% hits; AID 720542, 2013;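 also: potency is read from the fitted curve at half-maximal effect; 0% = vehicle wells and -100% = peptide control; nearly all actives have a fitted effect of over 45% in size; some results filed as inactive show a strong effect at the top dose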
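AMA1 (3D7) with his tag at 25 nM final met compounds first, then biotinylated RON2 peptide at 25 nM; detection used donor plus acceptor beads, 10 µg/mL apiece, read by AlphaScreen after 30 min at room temperature.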
AmpC detergent = qHTS Inhibitors of AmpC Beta-Lactamase (assay with detergent); P00811; AmpC hydrolysis of nitrocefin, absorbance 480 nm, 0.01% Triton; Potency, µM (doses to about 114 µM), for inactives: at the top dose activity change, negative = inhibition, usual class: inhibitors; 370,000 compounds, 0.041% hits; AID 485294, 2010;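 also: potency is read from the fitted curve at half-maximal effect; 0% = no-compound wells and -100% = no-enzyme wells; nearly all actives have a fitted effect of over 25% in size; some results filed as inactive show a strong effect at the top dose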
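20 mM phosphate pH 7.0 + 0.01% (detergent screen) or 0.0001% Triton X-100; 5.3 nM AmpC reagent; cpd preinc 15 min RT; nitrocefin (800 uM stock) to start; A480 q20 s × 4 min; Activity was normalised to no-enzyme and no-compound control wells.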
Numbers without * were called inactive; ? = inconclusive; . = no result given; & = joins results of further samples; [ ] = another dose, or the depositor's remark. Unless noted, calls follow the shape of the dose curve; as a rule, active = well fitted curve in the direction sought with a large enough effect; inconclusive = small, poorly fitted or top-dose-only effect, or another doubt; inactive = no such curve, though single readings can be large; an effect the other way counts as inactive or inconclusive.

Structure	Shiga inhibitor	Giardia FBPA inh	CHX counter	HCMV antiviral	AmpC inh no detg	AMA1 RON2 block	AmpC detergent
Cc1ccc(C(=O)Nc2sc3c(c2C(=O)O)CCCC3)o1	68*	.	52*	-62*	-31%	-14%	5%
COc1cccc(/C=N/NC(=O)CC2C(=O)NN=C2C)c1OC (stereo unspecified)	-14	-2%	-2	28	-7%	57%[activator]	3%
Cc1ccc(NC(=O)c2cc(C)nn2-c2ccccc2)cc1	-12	4%	-1	-33&22	-2%	-11%	1%&-10%
Cc1[nH]n(-c2ccccc2)c(=O)c1N=Nc1ccccc1O	-2	-8%	1	-99*	-28%	4%	0%
Cn1c(-c2ccc(F)cc2)cnc1SCC(=O)Nc1ccccc1	7	1%	15	-20	-11%	7%	-2%
COc1ccc(C(CC(=O)O)NC(=O)OC(C)(C)C)cc1 (stereo unspecified)	1	-2%	1	25	-9%	1%	1%
COC(=O)c1ccc(CSc2nnc(NC(=O)C3CC(=O)N(Cc4ccc(C)cc4)C3)s2)cc1 (stereo unspecified)	-6	?	-1	33	79%[activator]	6%[2.32 µM]	0%
Cc1cc(C)n2nc(SCCCC(=O)c3ccccc3)nc2n1	22	1%	16	-22	-6%	0%	0%
COc1cccc(/C=C/c2onc(C)c2S(=O)(=O)N2CCC(C(=O)NC3CCCCCC3)CC2)c1	-7	-11%	-2	17	-12%	6%	?
Cc1cccc(NS(=O)(=O)c2ccc(-c3cnc(C4CC4)o3)cc2)c1	14	.	-3	?	-1%	-5%	-2%
Cc1onc(-c2ccccc2Cl)c1C(=O)Nc1ccccc1C(=O)NC(C)C	-2	-4%	-4	?	-6%	-9%	3%
COc1cccc(CN2CCN(C(=O)CCc3nnc(C4CCCCC4)o3)CC2=O)c1	18	12%	7	-26	69%[activator]	0%	-7%
Cc1ccc(S(=O)(=O)Cc2ccc([N+](=O)[O-])cc2)cc1	-13	-4%	-1	-27	-14%	12%	4%
CCOc1cc(C2C3=C(CCCC3=O)Nc3nc(C(=O)OC)nn32)ccc1OC (stereo unspecified)	13	-8%	-1	10	-18%	7%	-11%
CN(C)c1cc(-c2ccc(F)cc2)oc(=O)c1Cl	15	-8%	2	-20	-13%	4%	-5%
Cc1nn(C2CCS(=O)(=O)C2)c(Cl)c1/C=C/C(=O)OCC(=O)c1c[nH]c2ccccc12 (stereo unspecified)	-2	2%	-3	12	2%	6%	0%
Cc1ccc(OCC(O)CN2CCN(Cc3ccc4c(c3)OCO4)CC2)cc1C (stereo unspecified)	2	-25%	-4	-23	50%	-1%	-1%
Brc1cccc(OCCCCn2cncn2)c1	14	28µM*	9	52	-8%	-7%	-13%
C[C@H](CO)N1C[C@H](C)[C@@H](CN(C)Cc2ccc3c(c2)OCO3)Oc2c(NC(=O)Cc3ccccc3)cccc2C1=O	.	.	.	?	214%[activator]	-17%	.
COc1ccccc1-c1cc(C(=O)NC2CCN(C)CC2)c2ccc(Cl)c(C)c2n1	13	14%	-3	10	56%	-11%	-7%

Some of the entries so far, as labelled records.
> CCOc1cc(C2C3=C(CCCC3=O)Nc3nc(C(=O)OC)nn32)ccc1OC (stereo unspecified)
  Shiga inhibitor: 13
  Giardia FBPA inh: -8%
  CHX counter: -1
  HCMV antiviral: 10
  AmpC inh no detg: -18%
  AMA1 RON2 block: 7%
  AmpC detergent: -11%

> CN(C)c1cc(-c2ccc(F)cc2)oc(=O)c1Cl
  Shiga inhibitor: 15
  Giardia FBPA inh: -8%
  CHX counter: 2
  HCMV antiviral: -20
  AmpC inh no detg: -13%
  AMA1 RON2 block: 4%
  AmpC detergent: -5%

Continued.
Structure	Shiga inhibitor	Giardia FBPA inh	CHX counter	HCMV antiviral	AmpC inh no detg	AMA1 RON2 block	AmpC detergent
O=C1/C(=C/c2ccc3c(c2)OCO3)Oc2cc(OCC(=O)N3CCC[C@H]3C(=O)O)ccc21	23	-6%	8.2*	.	-11%	-6%	-15%
O=C(O)/C=C/c1cn(-c2ccccc2)nc1-c1cccs1	13	19%	21*	0	-13%	0%	-4%
Cc1ccc(S(=O)(=O)Nc2ccc3c(c2)OCCO3)cc1	8	-4%	6	15	-34%	-3%	7%
O=C(CCSCc1ccccc1F)NCc1cccs1	-13	6%	-1	?	-13%	-8%	-2%
COc1ccc(NC2c3ccccc3C(=O)N2Cc2ccccc2Cl)cc1OC (stereo unspecified)	12	-9%	-3	45	15%	-13%	-7%
O=C(Nc1ccccc1NC(=O)c1ccco1)c1ccccc1	-7	13%	-13	22	-8%	-18%	3%
CN(Cc1nccs1)C(=O)C1CCC(=O)N(CCc2cccc(F)c2)C1 (stereo unspecified)	31	.	2	-24	8%	-5%	3%
CCN1CCN(C(=O)CCc2nnc(CCc3ccccc3OC)o2)[C@@H](C)C1=O	25	6%	-3	5	5%	-4%	6%
O=C1CSC(=S)N1c1cccc(Cl)c1	2	-5%	5	24	-34%	77%[activator]	5%
CCCCN(C)C1=Nc2cccc3cccc1c23	-7	-2%	-1	1	-14%	-3%	-11%

Molecules above with an aryl methoxy group (8):
Structure	Shiga inhibitor	Giardia FBPA inh	CHX counter	HCMV antiviral	AmpC inh no detg	AMA1 RON2 block	AmpC detergent
COc1cccc(/C=N/NC(=O)CC2C(=O)NN=C2C)c1OC (stereo unspecified)	-14	-2%	-2	28	-7%	57%[activator]	3%
COc1ccc(C(CC(=O)O)NC(=O)OC(C)(C)C)cc1 (stereo unspecified)	1	-2%	1	25	-9%	1%	1%
COc1cccc(/C=C/c2onc(C)c2S(=O)(=O)N2CCC(C(=O)NC3CCCCCC3)CC2)c1	-7	-11%	-2	17	-12%	6%	?
COc1cccc(CN2CCN(C(=O)CCc3nnc(C4CCCCC4)o3)CC2=O)c1	18	12%	7	-26	69%[activator]	0%	-7%
CCOc1cc(C2C3=C(CCCC3=O)Nc3nc(C(=O)OC)nn32)ccc1OC (stereo unspecified)	13	-8%	-1	10	-18%	7%	-11%
COc1ccccc1-c1cc(C(=O)NC2CCN(C)CC2)c2ccc(Cl)c(C)c2n1	13	14%	-3	10	56%	-11%	-7%
COc1ccc(NC2c3ccccc3C(=O)N2Cc2ccccc2Cl)cc1OC (stereo unspecified)	12	-9%	-3	45	15%	-13%	-7%
CCN1CCN(C(=O)CCc2nnc(CCc3ccccc3OC)o2)[C@@H](C)C1=O	25	6%	-3	5	5%	-4%	6%

New compounds follow.
Structure	Shiga inhibitor	Giardia FBPA inh	CHX counter	HCMV antiviral	AmpC inh no detg	AMA1 RON2 block	AmpC detergent
COc1nc(N(CC(N)=O)S(=O)(=O)c2ccccc2)nc(C)c1Cl	18	-3%	-3	-14	-17%	-3%	-3%
Cc1c(Cl)c([N+](=O)[O-])nn1CCCC(=O)N(Cc1ccccc1)Cc1ccccc1	-7	-6%	-8	-24	14%	13%	?
O=C(NC12CC3CC(CC(C3)C1)C2)c1cc([N+](=O)[O-])ccc1N1CCOCC1	-5	-14%	-2	-27	54%	-4%	-3%
Cc1ccc(C(=O)N2c3ccccc3NC(=O)C2C)cc1 (stereo unspecified)	-5	3%	-1	-23	-20%	2%	-3%
Cc1nnc(Sc2cc(C(=O)NCc3ccco3)c3ccccc3n2)s1	60	-1%	35*	-5	3%	-16%	-8%
CC(=O)CN1C(=O)NC2(CCCc3ccccc32)C1=O (stereo unspecified)	-7	7%	1	0	-13%	-8%	-5%
O=C1OC(c2ccccc2)=N/C1=C\C=C\c1ccco1	-8	-1%	2	-10	-19%	-13%	0%
O=S(=O)(NCC1CCCO1)c1ccccc1 (stereo unspecified)	12	5%	1	34	-12%	-10%	-15%
CCOc1nc(SC(C(C)=O)C(=O)Nc2ccccc2)nc(N(C)C)n1 (stereo unspecified)	7	1%	16	34	-8%	-2%	0%
COc1cc(-c2cc(C(=O)N(C)Cc3ccccc3)c3ccccc3n2)cc(OC)c1OC	7	.	-1	44	125%[activator]	8%	2%
CCN1C(=O)[C@@H]2[C@H](C1=O)[C@@H]1C(=O)Nc3ccccc3C(=O)N1[C@@H]2c1ccc(Br)cc1	.	.	.	-21	-22%	-3%	-11%
COc1ccccc1N1CCN(C2CCCN(C(=O)c3ccccn3)C2)CC1 (stereo unspecified)	-2	-9%	-1	19	0%	-10%	-3%
Cn1c(=O)c2c(n(C)c1=O)=NC1(CCCCC1)ON=2	31	-2%	-4	19	-8%	7%	-4%
COC(=O)COc1ccc(S(=O)(=O)N2CCc3ccccc3C2)cc1	-24	4%	-4	78	-11%	-3%	3%
COc1ccccc1C(CC(=O)Nc1ccc(C)c(C)c1)c1ccc(OC(C)C)cc1 (stereo unspecified)	-18	6%	-2	-61*	-25%	0%	-2%
Cc1cc2ncn(C(=O)c3c(-c4c(Cl)cccc4Cl)noc3C)c2cc1C	-9	6%	-3	-21	-25%	2%	-2%
O=C(CSc1nc(C2CC2)nc2ccccc12)N1c2ccccc2Sc2ccccc21	-7	1%	-2	-14	0.32µM*	1%	-2%
COC(=O)C1=CN(Cc2ccc(C)cc2)C=C(C(=O)OC)C1c1cc(OC)c(OC)c(OC)c1	-8	-10%	0	25	157%[activator]	46%[activator]	?
Cc1ccccc1-c1ncc(CN2CCN(C3CCCCC3)C(CCO)C2)cn1 (stereo unspecified)	16	4%	22*	2	35%	-2%	-1%
COc1ccc(CCN/C=C2/CC(=O)NC2=O)cc1OC	13	-29%	11	34	-9%	-2%	5%
Cc1nc2ccc(NC(=O)COc3ccccc3C)cc2s1	64*	-16%	34*	-20	-1%	-9%	-1%
CCN(CCC(=O)Nc1cc([N+](=O)[O-])ccc1OC)Cc1ccccc1	4	9%	-5	40	-19%	-5%	-13%
O=C(CCc1ccccc1)N1CCCC1	-2	4%	1	17	-6%	-3%	0%
CCCCCCCCCCS(=O)(=O)N/N=C/c1ccc([N+](=O)[O-])cc1	-26	-1%	-1	-11	-31%	-25%	1%
